# Screening data as filed in PubChem BioAssay.
# SRC3 inh – SRC3 coactivator transcriptional activity inhibitors, primary screen, cell-based, luminescence. 0.17% of 360,000 active. Nuclear receptor coactivator 3 (Homo sapiens), Q9Y6Q9. inhibition, % at 3.6 µM. HEK293 GAL4-SRC3 luciferase reporter. AID 588352, 2011;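 active means inhibition above a per-campaign cutoff, the mean of all compounds plus 3 SD, cut at about 60% in these data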;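 further: 0% = DMSO-treated cells and 100% = gossypol-treated cells at 36 µM; higher means less SRC3-driven luciferase light from the GAL4 reporter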
# TRAIL sens C8 – viability loss with TRAIL in NB7+C8 cells, primary screen, TRAIL sensitizer project, cell-based, ATPlite luminescence. inhibition (viability loss, TRAIL sensitization), % at 10 µM. 1% of 360,000 active. AID 624354, 2012;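 active means compounds causing at least 50% loss of cell viability in the single-dose screen, relative to plate controls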
# EBV LMP1 NFkB – EBV LMP1-driven NF-kappaB luciferase reporter inhibitors, primary screen, cell-based, luminescence, single point; LMP1-induced NF-kappaB luciferase reporter cells; inhibition, % at 12.5 µM; 0.69% of 350,000 active; AID 504558, 2011; in the data active means inhibition above about 41%;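 further: 0% = neutral control wells and 100% = reference inhibitor control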
# TWEAK-Fn14 inh – inhibitors of TWEAK-Fn14 signaling, primary screen, luciferase reporter cells, uHTS | AID 1159606, 2016 | TWEAK-stimulated Fn14 reporter cells, luciferase luminescence, 8 h | inhibition, % at 10 µM | 2% of 360,000 active; in the data active means inhibition above about 50%
# NOD2-RIPK2 inh – NOD2-RIPK2 binding disruptors in cells, primary screen, fluorescence, CHO cells, BLA complementation. Receptor-interacting serine/threonine-protein kinase 2 (Homo sapiens), O43353. inhibition, % at 4.98 µM. CCF4 ratio. 0.38% of 360,000 active; in the data active means inhibition above about 21%;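 further: 0% = vehicle only and 100% = reference blocker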
# Target sequence (O43353 whole entry, looked up): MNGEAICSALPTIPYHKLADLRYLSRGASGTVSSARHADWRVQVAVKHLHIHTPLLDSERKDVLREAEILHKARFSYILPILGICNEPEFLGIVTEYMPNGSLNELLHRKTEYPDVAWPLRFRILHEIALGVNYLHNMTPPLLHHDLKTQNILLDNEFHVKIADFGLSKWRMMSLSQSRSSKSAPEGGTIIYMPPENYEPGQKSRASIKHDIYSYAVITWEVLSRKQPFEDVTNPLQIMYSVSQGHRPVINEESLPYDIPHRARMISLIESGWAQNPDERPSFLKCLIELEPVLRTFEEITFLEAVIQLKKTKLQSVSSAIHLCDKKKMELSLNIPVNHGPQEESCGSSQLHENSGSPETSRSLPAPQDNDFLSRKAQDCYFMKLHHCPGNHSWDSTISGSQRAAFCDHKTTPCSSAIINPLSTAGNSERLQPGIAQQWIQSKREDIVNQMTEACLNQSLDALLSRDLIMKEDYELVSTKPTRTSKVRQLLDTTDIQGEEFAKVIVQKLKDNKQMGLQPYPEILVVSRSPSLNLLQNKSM
# TROY signal inh – inhibitors of TROY-driven NF-kB signaling, primary screen, Q293 LMP1-TROYcd cells, NF-kB luciferase, uHTS | Q293 LMP1-TROYcd NF-kB luciferase reporter, 4 h | inhibition, % at 10 µM | 0.98% of 360,000 active;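 active means compounds whose plate-normalised and pattern-corrected inhibition of the luciferase reporter signal at the single screening dose is 50% or more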
# COUP-TFII inh – NR2F2 transcriptional activity inhibitors, primary screen, cell-based, luciferase reporter, HEK293T, luminescence | COUP transcription factor 2 (Homo sapiens), P24468 | HEK293T NGFI-A luciferase reporter | inhibition, % at 8.6 µM | 0.7% of 370,000 active | AID 686940, 2013;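 active means inhibition above a per-plate cutoff, mean inhibition of test wells between control levels plus 3 SD, cut at about 38% in these data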;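 further: cells cotransfected with COUP-TFII expression vector driving the NGFI-A reporter; 0% = median of COUP-TF2 test wells and 100% = reporter-only cells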
# Target sequence (P24468 whole entry, looked up): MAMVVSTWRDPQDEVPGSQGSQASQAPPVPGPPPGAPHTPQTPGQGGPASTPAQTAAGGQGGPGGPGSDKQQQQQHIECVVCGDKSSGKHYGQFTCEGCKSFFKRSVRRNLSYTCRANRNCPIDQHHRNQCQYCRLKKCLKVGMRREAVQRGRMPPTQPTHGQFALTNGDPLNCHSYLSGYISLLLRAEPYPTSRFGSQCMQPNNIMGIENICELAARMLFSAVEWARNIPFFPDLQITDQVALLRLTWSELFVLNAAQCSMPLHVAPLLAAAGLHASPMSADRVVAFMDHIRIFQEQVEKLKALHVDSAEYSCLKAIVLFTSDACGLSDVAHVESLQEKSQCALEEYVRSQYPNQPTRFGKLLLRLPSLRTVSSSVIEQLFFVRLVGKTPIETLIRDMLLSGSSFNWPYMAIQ
# NR5A2 inv ag – LRH-1 (NR5A2) inverse agonists, primary screen, cell-based, luminescence, HEK293T, StAR-luciferase reporter; Nuclear receptor subfamily 5 group A member 2 (Homo sapiens), O00482; inhibition, % at 3.6 µM; LRH-1 transfected, 24 h; 0.13% of 360,000 active; AID 602396, 2012;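 active means inhibition above the mean inhibition of all tested compounds plus 3 SD, cut at about 73% in these data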;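 further: 0% = DMSO wells and 100% = reporter-only cells lacking LRH-1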
# SRC2 inh – inhibition of GAL4-SRC2 driven luciferase reporter, primary screen, SRC2 inhibitor project, cell-based, luminescence. inhibition, % at 9 µM. HEK293 GAL4-SRC2 luciferase reporter. 0.17% of 370,000 active. Nuclear receptor coactivator 2 (Homo sapiens), Q15596. AID 651957, 2012;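 active means inhibition above the mean inhibition of all tested compounds plus 3 SD, set per campaign, cut at about 52% in these data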;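 further: 0% = DMSO treated cells and 100% = cells given Gossypol at 36 µM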
# TLR9-MyD88 block – inhibitors of TLR9-MyD88 association in cells, primary screen, cell-based, CHO, BLA complementation, fluorescence; Toll-like receptor 9 (Homo sapiens) + Myeloid differentiation primary response protein …; 0.21% of 340,000 active; CCF4 FRET ratio; inhibition, % at 4.98 µM; AID 504734, 2011;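 active means inhibition above the mean over all tested compounds plus 3 SD, cut at about 21% in these data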;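 further: 0% = DMSO only wells and 100% = clavulanate BLA inhibitor control wells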
# SRC1 inh – SRC1 coactivator transcriptional activity inhibitors, primary screen, cell-based, luminescence. Nuclear receptor coactivator 1 (Homo sapiens), Q15788. HEK293 GAL4-SRC1 luciferase reporter. inhibition, % at 3.6 µM. 0.12% of 360,000 active. AID 588354, 2011;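 active means inhibition above the campaign mean plus 3 SD, with each screening campaign given its own cutoff, cut at about 60% in these data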;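 further: 0% = DMSO treated cells and 100% = gossypol at 36 µM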
# An asterisk follows results filed as active; . = not tested or not shown. An excerpt; count on the stated rates, not on these rows.
SMILES,SRC3 inh,TRAIL sens C8,EBV LMP1 NFkB,TWEAK-Fn14 inh,NOD2-RIPK2 inh,TROY signal inh,COUP-TFII inh,NR5A2 inv ag,SRC2 inh,TLR9-MyD88 block,SRC1 inh
O=C(Cc1ccc(F)cc1)NC1CCCC1,16,3,4,0,5,0,7,-12,17,-4,-6
COc1ccc(S(=O)(=O)c2c(O)c3ccc(C(=O)Nc4ccccc4F)cc3[nH]c2=O)cc1,1,-2,0,-6,-9,-23,12,14,-8,-2,-3
Cc1c(C(=O)Nc2ccc(S(=O)(=O)N(C)C3CCN(C)CC3)cc2)oc2c(Cl)cccc12,17,29,0,-38,5,-31,7,-27,8,1,11
CC1(C(=O)NS(=O)(=O)c2cccs2)CCN1C(=O)Cc1ccc(Cl)cc1Cl (stereo unspecified),-11,-3,.,13,1,1,19,-4,5,.,8
CC1=CC(C)(C)N(C(=O)CSc2nccn2C)c2cc(C)ccc21,12,-17,1,-13,-9,-1,11,-8,-16,-9,11
COc1ccc(OC)c(/C=N/NC(=O)c2ccc(N(C)S(=O)(=O)c3ccccc3)cc2)c1,6,0,6,13,1,5,15,-9,5,0,9
O=c1c2ccccc2nnn1-c1ccccc1[N+](=O)[O-],0,-8,-8,10,-5,-21,-5,-3,9,3,-7
CC(=O)Nc1ccc(/C=C/c2ccc3c([N+](=O)[O-])cccc3n2)cc1,-51,18,-17,-39,-6,-56,-21,-19,-30,-2,-36
COCCNS(=O)(=O)c1ccc2c(c1)C(=NO)c1cc(S(=O)(=O)NCCOC)ccc1-2,17,5,-3,-5,-2,-15,3,-5,-55,10,21
COc1cccc(-c2nnc(SCC(=O)OC(C)C)n2N)c1,15,0,-2,8,2,6,-5,6,-27,6,-3
CN1CCc2c(sc3nc(SCC(=O)N4CCOCC4)n(-c4ccc(Cl)cc4)c(=O)c23)C1,-13,9,5,-11,2,-5,4,28,3,0,-12
COc1ccc(-c2ccc(CCC(=O)O)n2-c2ccc(O)cc2)cc1,18,-4,0,7,-3,12,6,-7,-20,7,-25
Cc1nc(SCC(=O)N2CCc3ccccc3C2)c2c(C)c(C)sc2n1,-2,16,4,13,9,26,-2,5,-18,2,2
CCc1nc2c(OCc3ccc(OC)cc3)cccn2c1N(C)C(=O)c1ccncc1,13,-6,.,-3,-12,11,9,-3,10,.,7
O=C(CSc1ccccc1)N1CCN(S(=O)(=O)c2ccccc2)CC1,-12,-4,3,-2,5,-14,4,-10,17,6,-9
N#CCCn1cc(C(=O)Nc2ccccc2Br)c(-c2cc3ccccc3o2)n1,7,12,9,19,13,-9,6,-2,12,2,-5
CC(=O)Oc1ccc(OC(C)=O)c(SCCCCCN2CCOCC2)c1,-10,1,-29,3,-5,-15,2,-13,-14,2,4
CCCCOc1cccc(C2(C(=O)O)CCCC2)c1,15,4,4,-3,-3,-4,6,5,14,-1,-12
COc1ccc(S(=O)(=O)Cc2ccc(C(=O)NCC(OC)OC)o2)cc1,3,4,6,-15,-4,-8,0,11,28,1,-1
CC(=O)Nc1cccc(C(=O)OC(C(=O)c2ccc(C)c(C)c2)c2ccccc2)c1 (stereo unspecified),3,7,-7,14,5,3,7,0,6,-4,-11
CC1=C(C(=O)OCC2CCCO2)C(c2ccc(Cl)cc2)NC(=O)N1 (stereo unspecified),19,-24,-5,40,6,4,-3,19,-3,7,7
Cc1cccc(OCc2nnc(SCCC(=O)O)n2-c2ccccc2)c1,7,-8,0,19,0,-4,-3,11,-12,0,8
Cn1c(=O)c2[nH]c(SCCN3CCCCC3)nc2n(C)c1=S,-15,-18,-9,14,-14,2,-5,16,9,0,-19
CCOC(=O)c1c[nH]c2nc(C)ccc2c1=O,3,-3,-1,16,4,-16,10,-3,-48,-1,-11
COc1ccc(NC(=O)CN(C)S(=O)(=O)c2ccc3c(c2)c(=O)n(C)c(=O)n3C)cc1,13,10,0,-8,3,-12,-10,17,3,5,-10

# (next part)
SMILES,SRC3 inh,TRAIL sens C8,EBV LMP1 NFkB,TWEAK-Fn14 inh,NOD2-RIPK2 inh,TROY signal inh,COUP-TFII inh,NR5A2 inv ag,SRC2 inh,TLR9-MyD88 block,SRC1 inh
CCOC(=O)CSc1nn(-c2ccccc2)c(=S)s1,5,-3,0,4,-5,-23,-1,-5,-18,-4,-5
O=C(NCC(c1ccco1)N1CCN(c2ccccc2)CC1)C(=O)NC1CCCC1 (stereo unspecified),-21,12,-6,17,-9,-10,1,-6,8,-4,-14
Cc1ccc(OCC(=O)Nc2ccc(S(=O)(=O)NC3=NCCCCC3)cc2)cc1,-13,2,6,-11,2,-11,-11,17,-30,-3,-21
Cn1c(SCc2cccnc2)nc2c(c1=O)SCC2,12,-23,2,-2,-3,6,6,14,-5,-7,-1
O=C(c1ccco1)N1CCN(C(=O)c2cc(-c3ccc(F)cc3)no2)CC1,-24,6,9,-22,9,9,17,25,8,6,-19
Cc1ccc(-c2nn(Cc3ccccc3)cc2/C=C/C(=O)O)cc1C,-3,-6,7,4,-8,.,-6,8,-31,-4,3
COc1ccc(C2C(C(=O)Nc3cc(OC)c(OC)c(OC)c3)c3ccccc3C(=O)N2C)cc1OC (stereo unspecified),6,-5,-3,6,-8,1,-7,3,-7,8,16
COc1ccc(C(C)=O)cc1CN1C(=O)NC2(CCCCCC2)C1=O,13,17,8,19,-11,5,9,5,9,-7,20
CN(N)c1nc(-c2ccccc2)nnc1C(F)(F)F,-2,-17,8,7,-4,38,2,0,8,-9,10
Cc1cccc(N2C(=O)C3CC3C2=O)c1 (stereo unspecified),-6,-3,12,4,-16,-12,2,-8,-18,-2,2
CCCC1(c2ccccc2)NC(=O)N(CC(=O)N2CC(=O)Nc3ccccc32)C1=O (stereo unspecified),6,6,-4,-9,-10,12,-13,-9,-9,-8,3
Cc1ccc(C)c(NC(=O)C(C)N2C(=O)c3ccccc3C2=O)c1 (stereo unspecified),-6,-24,-8,3,-15,-2,26,22,5,-2,-2
COc1ccc(NS(=O)(=O)c2ccc(N3CCCCC3)c(NC(=O)C(C)NC(N)=O)c2)cc1 (stereo unspecified),0,-6,5,-7,1,-1,8,-14,-37,-5,4
N#CCC(=O)Nc1ccc(C(=O)OCC(=O)N(Cc2ccccc2)C2CCS(=O)(=O)C2)cc1 (stereo unspecified),1,-6,1,-2,-5,-8,8,-5,15,-15,-4
CC(Oc1cc2oc(=O)c3c(c2cc1Cl)CCC3)C(=O)NCCN1CCOCC1 (stereo unspecified),-6,-14,-4,-30,-2,-6,-13,3,-9,-2,-24
COC(=O)c1ccc(NC(=O)CSc2nnc(C)n2-c2ccccc2)cc1,-10,9,-10,0,-15,-4,-2,-1,6,-10,-30
COc1ccccc1CCNC(=O)Cc1cccs1,-4,2,1,-5,8,3,-33,13,-28,7,-1
Cc1ccc(C)c(N2N=C(C(=O)O)CCC2=O)c1,4,4,2,1,-7,1,5,14,5,-10,-10
COc1ccc(-c2noc(CCC(=O)NCc3cccnc3)n2)cc1OC,-5,8,-9,2,-1,-2,18,6,-10,-5,-6
COc1ccccc1C(c1nnnn1Cc1ccccc1)N1CCN(C2CCCC2)CC1 (stereo unspecified),5,0,2,-2,-11,21,5,5,-21,-11,-8
Cc1ccc(NC(=O)c2cc3ccccc3o2)nc1,-111,59*,-8,39,8,-9,-14,-132,-36,3,-154
CN(CCc1ccccc1)C(=O)c1ccc(NC(=O)Cc2ccc(NC(=O)C3CCCN(C(=O)C4CC4)C3)cc2)cc1 (stereo unspecified),-3,11,5,19,4,-2,11,2,-4,11,4
CC1CC1C(=O)OCC(=O)N(C)CC(=O)Nc1ccc(F)cc1 (stereo unspecified),13,-9,-2,-1,-8,11,-6,-9,0,-1,-12
CCCN1CCN(CCCNC(=O)c2ccc3nc(N4CCC(C)CC4)sc3c2)CC1,-54,6,-39,-10,-6,-46,-8,-104,-18,8,-96
CS(=O)(=O)Nc1ccc(-c2cncc3nccn23)cc1,-2,3,.,7,3,2,8,-3,12,.,17

# Record cards, from the list above. Order of screens: SRC3 inh, TRAIL sens C8, EBV LMP1 NFkB, TWEAK-Fn14 inh, NOD2-RIPK2 inh, TROY signal inh, COUP-TFII inh, NR5A2 inv ag, SRC2 inh, TLR9-MyD88 block, SRC1 inh
# Entry for COC(=O)c1ccc(NC(=O)CSc2nnc(C)n2-c2ccccc2)cc1 : -10, 9, -10, 0, -15, -4, -2, -1, 6, -10, -30
# Entry for O=C(Cc1ccc(F)cc1)NC1CCCC1 : 16, 3, 4, 0, 5, 0, 7, -12, 17, -4, -6
# Entry for O=c1c2ccccc2nnn1-c1ccccc1[N+](=O)[O-] : 0, -8, -8, 10, -5, -21, -5, -3, 9, 3, -7

# (next part)
SMILES,SRC3 inh,TRAIL sens C8,EBV LMP1 NFkB,TWEAK-Fn14 inh,NOD2-RIPK2 inh,TROY signal inh,COUP-TFII inh,NR5A2 inv ag,SRC2 inh,TLR9-MyD88 block,SRC1 inh
CCOC(=O)C1CCCN(C(=O)c2ccc3nc(-c4cccc(OC)c4)oc3c2)C1 (stereo unspecified),-34,33,-11,46,-1,68*,-23,-47,-37,-8,-93
S=C1NC(c2ccccc2)=CC(c2ccccc2)N1 (stereo unspecified),-7,-18,-2,7,-1,-24,-2,-9,-8,.,0
Cc1c(C(=O)C(=O)N2c3ccccc3CC2C)c2ccccc2n1C (stereo unspecified),11,12,-17,-12,-10,11,-1,4,-6,6,9
O=S1(=O)N[C@H](Cc2ccccc2)COc2cc(N3CCC[C@@H]3CO)ccc21,.,14,.,22,-13,6,9,-17,8,.,.
CN(c1cccc(NC(=O)c2ccc(CN3CCc4ccccc4C3)cc2)c1)S(C)(=O)=O,15,16,18,25,-4,28,61*,21,11,-1,17
Cc1c(C(=O)O)sc2nc3n(c(=O)c12)CCC(C)CC3 (stereo unspecified),-1,-6,-2,-3,-7,-2,5,-9,-18,1,-8
COC(=O)c1sc2cc([N+](=O)[O-])cc(SCC(C)C)c2c1N,9,5,-5,7,1,10,-2,8,-1,-12,6
COc1ccc([N+](=O)[O-])cc1NC(=O)Cc1ccc(C)cc1,9,4,5,4,-4,-7,4,-16,25,-8,-14
COc1ccc(NC(=S)N2CCC(c3nc4ccccc4o3)CC2)c(OC)c1,-6,-7,0,18,3,6,10,-12,-7,2,7
CCN1CCN(c2ccc(S(=O)(=O)N3CCCCC3)cc2NC(=O)CC(NC(C)=O)c2ccccc2)CC1 (stereo unspecified),5,11,0,13,-11,-5,-3,4,15,6,7
Cc1ccc(Cl)cc1N1CCN(S(=O)(=O)c2ccc3c(c2)NC(=O)C(C)C(=O)N3)CC1 (stereo unspecified),10,4,-5,8,-7,22,1,9,-11,4,7
